NTR1 agonist – agonists of NTR1, primary screen, imaging, U2OS cells, beta-arrestin-GFP, high content (AID 493036); P30989; NTR1-U2OS beta-arrestin-GFP spot imaging, agonist mode; activation, % at 20 µM; 330,000 tested, 0.17% active;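 active = activation at or above 40% of the spot to cytoplasm intensity ratio, with at least 20 cells analyzed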;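 also: 0% = DMSO without peptide and 100% = 100 nM NTR1 peptide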
Target sequence (P30989 whole entry, looked up): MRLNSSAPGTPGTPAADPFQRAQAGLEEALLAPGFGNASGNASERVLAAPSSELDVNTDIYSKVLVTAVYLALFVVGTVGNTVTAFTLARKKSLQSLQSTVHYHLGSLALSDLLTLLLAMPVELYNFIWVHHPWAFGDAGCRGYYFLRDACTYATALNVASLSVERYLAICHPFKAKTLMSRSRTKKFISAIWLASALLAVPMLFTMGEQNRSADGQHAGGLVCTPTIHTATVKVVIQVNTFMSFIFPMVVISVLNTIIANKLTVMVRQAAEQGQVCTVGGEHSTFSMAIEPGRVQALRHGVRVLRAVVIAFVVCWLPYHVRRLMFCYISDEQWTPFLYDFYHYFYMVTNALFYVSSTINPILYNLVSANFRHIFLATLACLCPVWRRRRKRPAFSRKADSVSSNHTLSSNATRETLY
Dengue-2 NS5 capping – flavivirus cap methylation enzyme inhibition – biochemical, confirmation dose response, primary screen (AID 588689); Dengue-2 NS5 methyltransferase capping enzyme assay, biochemical; higher % means a stronger effect; inhibition, % at 25 µM; hits with a dose series show IC50 in µM; 340,000 tested, 0.3% active; in the data active = a potency from the dose series
MgcRacGAP inhibition – MgcRacGAP GTPase-activating activity inhibitors, confirmation, biochemical, ADP Hunter fluorescence. MgcRacGAP-stimulated Rac1 GTP hydrolysis, ADP Hunter fluorescence; higher % means a stronger effect; GST-tagged Rac1 F28L mutant substrate. inhibition, % at 30 µM, or IC50 in µM where a hit was titrated. 340,000 tested, 0.6% active. AID 624330;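 active = first-screen hits whose inhibition reached a set limit at any dose in the follow-up dose series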;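 also: fluorescence reports GDP produced by GAP-driven GTP hydrolysis; strong numbers were not always called active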
NTR1 agonist cell count 20 µM – second read-out of NTR1 agonist, no call of its own (marks repeat the call); cell count; measured here: cell count, cytotoxicity flag
Dengue-2 NS5 capping pilot replicate – second read-out of Dengue-2 NS5 capping, no call of its own (marks repeat the call); inhibition, %; measured here: pilot screen replicate inhibition
* hit, by the source's call. An excerpt; rates above refer to the full screens.

SMILES | NTR1 agonist | NTR1 agonist cell count 20 µM | Dengue-2 NS5 capping | MgcRacGAP inhibition | others
CN(C)S(=O)(=O)c1ccc(NC(=O)CN2CCCC2c2ccc3c(c2)OCCCO3)cc1 (stereo not drawn) | 1.5 | 64 | -5% | 0%
COc1cc(C#Cc2c(-c3cncn3C)n(C)c3ccc(-c4cc(OC)c(OC)c(OC)c4)cc23)cc(OC)c1 | 3.3 | 59 | -7% | 12%
O=C(COC(=O)c1ccc(F)cc1Cl)Nc1cccc(S(=O)(=O)N2CCOCC2)c1 | 1.7 | 58 | -2% | 5%
O=C(NNC(=O)C1CC1)c1cc(Br)c(Br)s1 | -0.5 | 56 | -1% | 5%
CC(=O)Nc1sc(C)c(C)c1C(=O)OCC(=O)NCc1ccc(Cl)cc1 | 6.0 | 49 | 6% | 6%
Cc1c(Cl)cnc(NC(=O)COC(=O)C2CC2)c1Cl | 0.8 | 75 | -1% | 3%
Nc1ccn(CC(=O)NCCNc2ccc([N+](=O)[O-])cn2)c(=O)n1 | -0.1 | 33 | -5% | 7%
Cn1c(N)c(C(=O)COC(=O)Cc2ccc(Cl)c(Cl)c2)c(=O)n(C)c1=O | 4.3 | 56 | -8% | 5%
O=C(COC(=O)[C@@H]1CCCN1C(=O)c1cccs1)Nc1cccc(Cl)c1 | 4.5 | 48 | 0% | -1%
N#Cc1ccc(C(=O)OCC(=O)NC(=O)NC2CCCCC2)cc1 | -0.4 | 48 | -3% | 4%
O=C(COC(=O)C1COc2ccccc2O1)Nc1cccc(F)c1 (stereo not drawn) | 0.7 | 88 | -2% | 3%
CCOc1ccc(N(C)S(=O)(=O)c2ccc(C)c(C(=O)NCc3ccccc3OC)c2)cc1 | -0.3 | 51 | -10% | 6%
COc1ccc(C2=NOC(Cn3nc(-c4ccccc4)cc3C(=O)NCc3cccs3)C2)cc1 (stereo not drawn) | 0.7 | 52 | -1% | 10%
CN(C(=O)COC(=O)c1cncc(Br)c1)C1CCCCC1 | 0.8 | 70 | 13% | -2%
Cc1[nH]c2ccccc2c1C(=O)CSc1nnc(C2CC2)o1 | -1.0 | 64 | -4% | 4%
CC(C)(C)C(C(=O)n1cccc1C#N)c1ccccc1 (stereo not drawn) | 1.0 | 58 | -2% | 1%
CCCn1c(CN2CCN(C(=O)c3ccco3)CC2)nc2cc(S(=O)(=O)N(C)C)ccc21 | 0.6 | 55 | -3% | 6%
Nc1cc(N)nc(SCC(=O)NCC(=O)Nc2ccc(F)c(F)c2F)n1 | -0.7 | 67 | -11% | 7%
CCC(c1nnc(SCC(=O)NCC2CCCO2)n1Cc1ccccc1)N(C)C (stereo not drawn) | -0.9 | 80 | -4% | 7%
O=C(Nc1nc2cc3c(cc2s1)OCCO3)C1CCCCC1 | 3.5 | 42 | -4% | 8%
O=C(Cn1ccc(NC(=O)OCc2ccccc2)nc1=O)NCCc1c[nH]c2ccccc12 | 0.8 | 69 | -5% | 11%
COc1cc(Cl)c(C)cc1NCC(=O)Nc1cccc(S(=O)(=O)N2CCCC2)c1 | -0.1 | 44 | -7% | 7%
COc1cccc(NC(=O)COC(=O)C2=NN(c3ccccc3)C(=O)CC2)c1 | -0.5 | 77 | -9% | 3%
CC1(C)CC2CC(C)(CN2C(=O)COC(=O)c2cccc([N+](=O)[O-])c2)C1 (stereo not drawn) | 0.8 | 62 | 6% | 4%
CCOc1ccc(S(=O)(=O)NCC(=O)NC2CCCCC2)cc1 | 1.9 | 53 | -7% | 3%
O=C(O)c1ccn(CSc2cc(Cl)ccc2Cl)n1 | 1.9 | 51 | -7% | 4%
CC(C)C[C@H]1CN=C(Nc2ccccc2)N1CCc1cccc(F)c1 | 2.0 | 54 | -9% | 2%
O=[N+]([O-])c1ccccc1S(=O)(=O)N1CCN(S(=O)(=O)c2ccc3c(c2)OCCO3)CC1 | 1.1 | 54 | -3% | 11%
O=C(Nc1ccccc1)c1nc[nH]c1C(=O)N1CCN(c2ccccc2)CC1 | 1.8 | 58 | 6% | 11%
CCN(C[C@H]1N[C@@](Cc2ccccc2)(C(=O)OC)[C@H]2C(=O)N(C)C(=O)[C@@H]12)S(=O)(=O)c1ccc(OC)cc1 | -3.2 | 50 | 0% | 10% | Dengue-2 NS5 capping pilot replicate=-1.5
CC1(C)NC(=O)N(CC(=O)OCC(=O)N2CCN(S(=O)(=O)c3ccccc3)CC2)C1=O | 1.2 | 71 | 7% | -1%
CC[C@]1(C(=O)OC)[C@H]2C(=O)N(Cc3ccccc3)C(=O)[C@H]2[C@H]2CN=C(SCc3ccc(C)cc3)N21 | 1.1 | 58 | 1% | 8% | Dengue-2 NS5 capping pilot replicate=0.3
O=Cc1ccc(C(=O)O)cc1 | 1.3 | 55 | -1% | 8%
CCOC(=O)/C=C1\SC(C)C(=O)N1CC(=O)N(CCC#N)c1ccccc1 (stereo not drawn) | 0.2 | 86 | -2% | 2%
Cc1ccnc(SCC(=O)Nc2cccc(S(=O)(=O)N3CCOCC3)c2)n1 | 2.3 | 69 | -14% | 5%
Cc1nnc(SCC(=O)Nc2cccc(S(=O)(=O)N3CCCCC3)c2)s1 | -3.1 | 48 | -13% | 4%
Cc1noc(NS(=O)(=O)c2ccc(NC(=O)COc3ccc(C#N)cc3)cc2)c1C | 7.2 | 91 | 2% | 6%
COc1ccc(CC(=O)Nc2ccc(S(=O)(=O)N3CCCC3)cc2)c(OC)c1 | 3.2 | 63 | -4% | 7%
COc1ccc2cc1Oc1ccc(cc1)C[C@H]1c3c(cc(OC)c4c3Oc3c(ccc5c3[C@H](C2)N(C)CC5)O4)CCN1C | 29 | 58 | -5% | 16%
COc1cc(OC)cc(-c2c(C#Cc3ccsc3)c3cc(-c4ccc(SC)cc4)ccc3n2C)c1 | -1.8 | 38 | 7% | 0%
CN(Cc1ccco1)c1ncnc2ccc(-c3ccoc3)cc12 | 0.6 | 54 | -6% | 12%
O=C1CN(S(=O)(=O)c2ccc(F)cc2)CCN1 | -0.8 | 47 | 4% | 3%
O=C(OCC(=O)N1CCOCC1)c1cc(=O)[nH]c2ccccc12 | 4.7 | 47 | -16% | 3%
O=c1c2ccccc2nc2sc(Nc3cccc(Cl)c3)nn12 | -0.3 | 55 | -6% | 13%
O=C(CN1CCN(S(=O)(=O)c2ccc(F)cc2)CC1)NCC1(N2CCOCC2)CCCCC1 | -0.7 | 50 | -4% | 6%
O=C(Nc1cccc(S(=O)(=O)N2CCOCC2)c1)C1CC1 | 0.5 | 47 | 4% | 2%
COc1ccc(C(=O)O)cc1S(=O)(=O)NC1CCN(Cc2ccccc2)CC1 | 0.1 | 62 | -14% | 5%
Nc1nnc(SCC(=O)Nc2cccc(S(=O)(=O)N3CCCCC3)c2)s1 | -0.2 | 47 | -9% | 5%
Cc1cc(C)c(NC(=O)CN(C)C(=O)c2ccc(OCc3ccccc3)cc2)c(C)c1 | 2.1 | 61 | -2% | 10%
COc1cc2nc(CN3CCN(S(=O)(=O)c4ccccc4C(F)(F)F)CC3)[nH]c(=O)c2cc1OC | -1.3 | 54 | -7% | 7%

For reference, part of the list above:
SMILES | NTR1 agonist | NTR1 agonist cell count 20 µM | Dengue-2 NS5 capping | MgcRacGAP inhibition | others
CN(Cc1ccco1)c1ncnc2ccc(-c3ccoc3)cc12 | 0.6 | 54 | -6% | 12%
O=C1CN(S(=O)(=O)c2ccc(F)cc2)CCN1 | -0.8 | 47 | 4% | 3%
O=C(OCC(=O)N1CCOCC1)c1cc(=O)[nH]c2ccccc12 | 4.7 | 47 | -16% | 3%
O=c1c2ccccc2nc2sc(Nc3cccc(Cl)c3)nn12 | -0.3 | 55 | -6% | 13%
O=C(CN1CCN(S(=O)(=O)c2ccc(F)cc2)CC1)NCC1(N2CCOCC2)CCCCC1 | -0.7 | 50 | -4% | 6%
O=C(Nc1cccc(S(=O)(=O)N2CCOCC2)c1)C1CC1 | 0.5 | 47 | 4% | 2%
COc1ccc(C(=O)O)cc1S(=O)(=O)NC1CCN(Cc2ccccc2)CC1 | 0.1 | 62 | -14% | 5%
Nc1nnc(SCC(=O)Nc2cccc(S(=O)(=O)N3CCCCC3)c2)s1 | -0.2 | 47 | -9% | 5%
Cc1cc(C)c(NC(=O)CN(C)C(=O)c2ccc(OCc3ccccc3)cc2)c(C)c1 | 2.1 | 61 | -2% | 10%
COc1cc2nc(CN3CCN(S(=O)(=O)c4ccccc4C(F)(F)F)CC3)[nH]c(=O)c2cc1OC | -1.3 | 54 | -7% | 7%

(further entries)
SMILES | NTR1 agonist | NTR1 agonist cell count 20 µM | Dengue-2 NS5 capping | MgcRacGAP inhibition | others
CC1CCN(C(=O)COC(=O)c2ccc3ccccc3n2)CC1 | -1.2 | 54 | -4% | 4%
COc1cc(OC)cc(C(=O)NCC(=O)OCC(=O)NC(C)CCc2ccccc2)c1 (stereo not drawn) | 1.4 | 47 | -1% | 11%
CCn1nnc2cc(C(=O)OCC(=O)N(C)Cc3cccc(F)c3)ccc21 | -0.8 | 56 | 0% | -2%
Cc1ccccc1OCC(=O)OCC(=O)Nc1ccc2c(c1)OCCO2 | 0.8 | 47 | -3% | 5%
Cc1ccc(-c2csc3ncn(CC(=O)NCC(c4ccco4)N4CCCC4)c(=O)c23)cc1 (stereo not drawn) | -1.3 | 54 | 0% | 3%
O=S(=O)(NCc1ccco1)c1ccc(Cl)s1 | 2.0 | 73 | 7% | 2%
O=C(Nc1ccc2[nH]c(=O)[nH]c2c1)c1ccc([N+](=O)[O-])o1 | 4.9 | 66 | 1% | 5%
COc1cc(NC(=O)c2cc(=O)[nH]c3ccc(S(=O)(=O)N4CCOCC4)cc23)cc(OC)c1 | -0.8 | 49 | 2% | 4%
C=CCC[C@@H](Cc1ccc(F)cc1)C(=O)OC[C@H](C)NC(=O)[C@@H](CC=C)CC(=O)N[C@@H](CO)Cc1ccccc1 | 3.9 | 51 | -8% | -16%
COc1ccc(CCNC(=O)c2cc(S(=O)(=O)N3CCOCC3)ccc2F)cc1 | 2.2 | 58 | -4% | 5%
Cc1ccnn1-c1ccc(C(=O)OCC(=O)Nc2ccc(F)cc2)cc1 | 0.2 | 68 | -4% | 3%
CC1CCN(C(=O)COC(=O)CCC(=O)c2ccc(Cl)cc2)CC1 | -1.4 | 51 | -1% | 7%
O=C(COc1cccnc1[N+](=O)[O-])Nc1cc(Cl)ccc1Cl | 6.1 | 63 | 10% | 1%
O=C(COc1cccnc1[N+](=O)[O-])Nc1ccc(F)cc1 | -0.4 | 49 | -2% | 1%
O=C(OCC#CCSc1nnc(-c2cccc3ccccc23)o1)c1ccc2ccccc2c1 | 2.6 | 54 | 4% | 9%
CC(=O)c1cc2c(cc1NC(=O)Cc1ccsc1)OCO2 | -0.6 | 49 | 0% | 5%
CC1(C(=O)OCC(=O)NCc2ccc(Cl)cc2)CC1(Cl)Cl (stereo not drawn) | -0.6 | 64 | 12% | 1%
CN(C)S(=O)(=O)c1cccc(NC(=O)COC(=O)C2CCN(C(=O)c3ccc(F)cc3)CC2)c1 | -2.0 | 57 | 2% | 2%
CCOC(=O)C1=C(C)NC(C)=C(C(=O)OCC)C1C(=O)OCC(=O)NCc1ccco1 | 2.7 | 64 | -5% | 1%
O=C(NCCOc1ccccc1)c1ccc2n[nH]nc2c1 | 1.9 | 39 | -5% | 9%
Cc1ccc(NC(=O)COC(=O)Cn2cnc3c2c(=O)n(C)c(=O)n3C)cc1F | 0.0 | 57 | -10% | 16%
CCOC(=O)N1CCN(C(=O)c2ccc3[nH]c(C)c(C)c3c2)CC1 | -0.8 | 76 | -5% | 0%
CCC1(c2ccc(Cl)cc2)NC(=O)N(CC(=O)NC2CCCCCC2)C1=O (stereo not drawn) | -1.1 | 57 | 5% | 5%
NS(=O)(=O)c1ccc(NC(=O)CSc2n[nH]c(=O)n2C2CC2)cc1 | 0.9 | 88 | -2% | 0%
CCC(Oc1ccccc1)C(=O)N1CCN(S(=O)(=O)c2ccccc2)CC1 (stereo not drawn) | 2.5 | 65 | -4% | 10%
CC(C)NC(=O)N(C)C[C@H]1Oc2c(NS(=O)(=O)c3ccc(F)cc3)cccc2C(=O)N([C@H](C)CO)C[C@@H]1C | -3.4 | 54 | -1% | 9%
COc1ccc2cc(C(c3nnnn3C3CCCCC3)N3CCCCCC3)c3nnnn3c2c1 (stereo not drawn) | -0.7 | 83 | -1% | 3%
COc1cc(C(=O)OCCc2cc3ccccc3c(=O)o2)cc(OC)c1OC | 3.3 | 54 | -2% | 3%
CC1CCN(c2ccc3c(c2)S(=O)(=O)c2cccc(C(=O)O)c2C3=O)CC1 | 0.5 | 60 | -10% | 6%
CN(C)C(=O)c1ccc(NC(=O)CSc2nnc(-c3cccs3)n2N)cc1 | -1.7 | 64 | 6% | 7%
COc1ccccc1C(=O)NCC(=O)OC(C)C(=O)N(C)C1CCCCC1 (stereo not drawn) | -0.9 | 61 | -2% | 6%
CC[C@]12c3[nH]c4cc(CCC(=O)N(C)C)ccc4c3CCN1C(=O)[C@@H](CC(=O)NCCCN(C)C)C[C@@H]2C(=O)N1CCN(C(=O)C2CC2)CC1 | -1.2 | 66 | -1% | 11% | Dengue-2 NS5 capping pilot replicate=5.2
